Bioassay records from PubChem BioAssay.
P. falciparum M17LAP – P. falciparum M17LAP inhibitors, primary screen, biochemical, fluorogenic H-Leu-NHMec substrate, 1536-well (AID 1619) | Leucine aminopeptidase (Plasmodium falciparum (isolate 3D7)) | one-dose inhibition, % at 30 µM; IC50 in µM for titrated hits | 0.38% of 220,000 active | recombinant M17LAP, H-Leu-NHMec fluorogenic kinetic assay; higher % means a stronger effect;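 active means compound inhibiting the enzyme by more than half at any dose during confirmatory dose-response retesting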;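 further: plate controls were full reaction with DMSO carrier for no effect and no enzyme background for full effect; strong numbers were not always called active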
Yfh1-depleted yeast – enhancers of respiration in Yfh1-depleted yeast, dose response, Friedreich's ataxia, plus single-dose screen (AID 1465); S. cerevisiae Yfh1-off respiration, WST-1 reduction, 72 h; higher fold induction means a stronger effect; fold induction at 50 µM; hits with a dose series show EC50 in µM; 0.074% of 220,000 active;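 active means fold induction of absorbance versus untreated yeast above a set limit, then at least 30% activation at any dose in follow-up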;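 further: activators that raise dye reduction in frataxin-depleted yeast; strong numbers were not always called active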
P. falciparum M1AAP – P. falciparum M1AAP inhibitors, biochemical, fluorogenic H-Leu-NHMec substrate, 1536-well (AID 1445). 0.42% of 220,000 active. inhibition, % at 30 µM, or IC50 in µM where a hit was titrated. Aminopeptidase N (Plasmodium falciparum (isolate 3D7)). recombinant M1AAP, H-Leu-NHMec fluorogenic kinetic assay; higher % means a stronger effect;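 active means primary inhibition above the hit cutoff, then over 50% inhibition at one or more dose response concentrations, cut at about 23% in these data, passing the limit was not always enough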;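 further: plate controls were DMSO full reaction for no effect and no enzyme background for full effect; strong numbers were not always called active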
b-catenin transl – modulators of beta-catenin nuclear translocation, primary screen, imaging, HeLa cells, immunofluorescence, high-content; 0.3% of 190,000 active; nuclear translocation activity, % at 5 µM;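 active means nuclear translocation activity above 50% at 5 µM, with a well cell count of 50 or more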;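 further: per-cell ratio of nuclear to cytoplasmic median beta-catenin stain intensity; plate controls were DMSO negative control for no effect and GSK-3 inhibitor IX positive control for full effect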
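Read-out: Nuclear/cytoplasmic beta-catenin signal ratio, % activation | Assay system: Human HeLa cell line | Times: 24 h compound exposure at 37°C, 5% CO2 | Signal: Fluorescence imaging of beta-catenin antibody stain plus DAPI | Dosing: 5 µM primary, 0.02–20 µM confirmation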
WT yeast gro inh – growth inhibition of WT strain, primary screen, mitochondrial fusion inhibitor project, WT and mutant strains, chemical genetic. mitochondrial fusion phenotypic screen. inhibition, % at 10 µM. 2.1% of 190,000 active; in the data active means inhibition above about 58%; tested in S. cerevisiae
MT stabilize HCS – microtubule stabilizers in HeLa cells, primary screen, imaging, high-content imaging. HeLa tubulin immunostaining HCS, 24 h; share of cells brighter than vehicle mean+2SD. % tubulin-high responders, % at 10 µM. 0.83% of 200,000 active. AID 2205, 2009;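 active means plate Z-score above 3 for both tubulin-high and condensed-nucleus cell shares, with cell loss under 80%, at 10 µM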;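 further: anti alpha tubulin signal scored within the nucleus-defined area of each cell; some results filed as inactive read as strong as hits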
Dynein cargo inh – inhibitors of GR-EGFP nuclear translocation, primary screen, dynein cargo transport inhibitor project, imaging, high-content, 3617.4 mouse cells; test concentration mostly 20 µM; stimulated with dexamethasone, 1 µM; stronger effect = lower value; z-score, hits read low; 0.47% of 220,000 active; AID 1381, 2008;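 active means plate z-score of nuclear minus cytoplasmic receptor signal below a set negative limit, without overly bright fluorescence or cell loss, cut at about -3.5 in these data, passing the limit was not always enough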;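 further: z-score of nuclear minus cytoplasmic ring GR-EGFP intensity difference per well; some compounds called inactive have numbers as strong as hits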
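Buffer or medium: tet-free, stripped-serum medium; reagent: dexamethasone at 1.0 µM final, 30 min; incubation: 48 h induction, 1 h compound, 30 min dex at 37 °C; measured by: formaldehyde fixation, Hoechst nuclear stain, 10x automated fluorescence imaging; read-out: nuclear-to-cytoplasmic GR-EGFP distribution per well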
Autophagy mod – autophagy modulators in MEF cells, primary screen, imaging, high-content, MEF GFP-LC3; MEF GFP-LC3 puncta imaging; test concentration mostly 10 µM; calls only at 10 µM (by protocol); 0.98% of 190,000 active;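 active means percentage of spot-positive cells more than 3 SD above its plate mean, without a fluorescence outlier flag or 80% toxicity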;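 further: spot-positive cell cutoff set from DMSO-treated cells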
T cell HTS – modulators of CD8 T cell-vesicle binding, primary screen, mouse 2C CD8+ T cells, flow cytometry; 0.068% of 330,000 active; calls only at 7 µM; 2C CD8+ T cell-vesicle binding; stronger effect = lower value; AID 2052, 2009;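 active means response, share of CD8 T cells binding vesicles, and their 90th percentile fluorescence all below set limits, cut at about 80% in these data, passing the limit was not always enough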
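Benchmarks: naked versus QL9-loaded vesicles / Assay system: purified 2C TCR transgenic mouse naive CD8+ T cells / Technique: high-throughput flow cytometry with anti-B7-1 and anti-CD8 staining / Timing: Cell–vesicle co-incubation 1.5 h at 37 °C, staining 20 min on ice / Read-out: percent CD8+ FL2 mean versus row control / Probe or stimulus: QL9-loaded Drosophila micro-vesicles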
WT yeast gro inh mutant strain – further read-out of WT yeast gro inh, marked with its call; inhibition, %; mitochondrial fusion phenotypic screen, mutant strain inhibition
Dynein cargo inh cytoplasmic EGFP – further read-out of Dynein cargo inh, marked with its call; z-score; measured here: cytoplasmic GR-EGFP intensity; stronger effect = higher value
Dynein cargo inh nuclear GR-EGFP – also measured in Dynein cargo inh; calls as there; z-score; measured here: nuclear GR-EGFP intensity;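 lower value marks the stronger effect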
Dynein cargo inh cell count – also measured in Dynein cargo inh; calls as there; z-score; measured here: cell count per field
b-catenin transl cell count 5 µM – recorded beside b-catenin transl, whose call it bears; cell count; measured here: cell count, cytotoxicity flag
T cell HTS vesicle-bound % – second read-out of T cell HTS, no call of its own (marks repeat the call); double positive events, %; measured here: CD8+ vesicle-bound cell fraction;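 binding gate set so that unloaded-vesicle control wells show 10% double positive cells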
MT stabilize HCS Hoechst-high % – further read-out of MT stabilize HCS, marked with its call; % Hoechst-high responders; measured here: nuclear condensation Hoechst responders;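 share of cells brighter than vehicle mean plus two SD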
MT stabilize HCS cytotoxicity % – also measured in MT stabilize HCS; calls as there; toxicity, %; measured here: cytotoxicity by cell density;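 0% = mean cell density of plate MIN control wells and 100% = no cells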
Autophagy mod cell loss 18 h – further read-out of Autophagy mod, marked with its call; toxicity, %; measured here: cell loss, nuclei count;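 cell loss after 18 h compound exposure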
* = called active by the depositor; i = inactive; . = not tested or not shown.

SMILES	P. falciparum M17LAP	Yfh1-depleted yeast	P. falciparum M1AAP	b-catenin transl	b-catenin transl cell count 5 µM	WT yeast gro inh	WT yeast gro inh mutant strain	MT stabilize HCS	MT stabilize HCS Hoechst-high %	MT stabilize HCS cytotoxicity %	Dynein cargo inh	Dynein cargo inh cytoplasmic EGFP	Dynein cargo inh nuclear GR-EGFP	Dynein cargo inh cell count	Autophagy mod	Autophagy mod cell loss 18 h	T cell HTS	T cell HTS vesicle-bound %
CC(=O)Oc1ccccc1C1C[C@]2(C)CC(=O)NC2N1C(C)=O (stereo partly specified)	0%	i	0%	0.8	1088	12	5	3.6	1.0	0.0	-0.27	0.37	0.11	-1.3	i	5	i	33
Cc1ccc2c(Cl)c(C(=O)NCCCn3ccnc3)sc2c1	9%	i	6%	23	116	2	-3	3.6	2.2	5.8	-0.63	-0.24	-0.0079	-0.9	i	2	i	25
O=S(=O)(NCc1csc(-c2cccs2)n1)c1cccs1	-2%	i	2%	1.3	1291	.	.	.	.	.	-0.82	-0.24	-0.51	0.85	.	.	i	28
O=C(c1ccco1)N1CCN(C(=O)c2cc3c(s2)-c2ccccc2OC3)CC1	-125%	i	-5%	-1.0	1136	4	20	5.9	2.4	8.0	-0.74	-0.17	-0.35	0.1	.	.	i	50
Nc1nc(-c2ccccc2)nn1C(=O)Cc1ccccc1	-5%	i	0%	-0.2	1052	11	13	4.3	2.7	4.1	0.32	-0.15	0.2	-0.0072	i	-10	i	15
CC(C)(C)c1sc(N)nc1-c1ccccc1	.	i	.	.	.	.	.	1.4	1.9	1.1	0.12	-0.21	0.25	-0.46	i	0	i	33
CC(c1ccon1)N(C)Cc1cn[nH]c1-c1ccc(-c2ccccc2)cc1 (stereo unspecified)	6%	i	2%	-0.5	989	12	16	3.6	2.1	9.2	-1	-0.21	-0.4	0.48	i	7	i	42
Cc1noc(C)c1S(=O)(=O)NC1CCN(Cc2ccccc2)CC1	-7%	i	-2%	1.0	1116	4	-6	2.0	3.1	4.5	0.86	-0.089	0.68	-0.77	i	6	i	39
CC(C)Cc1nc(C#N)c(N2CCC(C(N)=O)CC2)o1	6%	i	11%	-0.9	510	-8	-11	2.5	4.7	16	1.8	-0.27	0.9	-1.1	i	1	i	36
COc1ccc(OC)c(/C=C/C(=O)Nc2ccc(OC)nc2)c1	7%	i	9%	-1.9	1103	7	3	7.1	3.1	23	0.11	-0.22	0.52	-0.81	i	-3	i	10
CC(C)OCC1CC(CC(=O)Nc2ccc([N+](=O)[O-])cc2)C(=O)O1 (stereo unspecified)	.	i	.	-1.6	1014	-10	-12	1.3	1.2	3.9	-0.44	-0.094	0.26	-0.023	i	22	i	27
CCC(CC)C(=O)Nc1cccc(C(=O)Nc2nnc(C)s2)c1	-3%	i	4%	0.1	1541	0	7	6.5	2.0	6.7	-0.41	-0.34	0.37	0.68	i	4	i	9
Cc1ccc(-c2cc(C(F)F)nc(S(C)(=O)=O)n2)cc1	12%	i	-2%	1.5	1172	-14	-1	6.0	2.7	0.6	-4.5*	0.82*	-2.1*	0.71*	i	22	i	44
COc1cccc(-c2cc(C(=O)NCC3CCCO3)c3ccccc3n2)c1 (stereo unspecified)	25%	i	4%	.	.	-6	14	2.8	1.5	2.6	-0.52	-0.21	-0.19	0.87	i	-9	i	51
CCOc1ccc(OCC)c(NC(=O)C2CCN(S(=O)(=O)c3cccc4nonc34)CC2)c1	0%	i	0%	.	.	5	26	3.5	3.1	4.9	0.71	-0.25	0.47	0.083	i	-2	i	27
Cc1ccc2c(c1)c(C1=NC(=S)NC1=O)c(O)n2C	15%	i	-1%	-1.0	1048	4	-2	1.7	1.2	2.4	-0.61	-0.35	-0.3	0.099	i	-6	i	22
COc1ccccc1N1CC(C)(C)C(=O)N(C(=O)c2ccc(C)cc2)C1=S	-3%	i	0%	1.5	1209	.	.	.	.	.	2.5	0.085	1.4	-1.3	.	.	i	40
Cc1oc(-c2ccccc2F)nc1CS(=O)(=O)CC(=O)NCCCN1CCc2ccccc2C1	4%	i	38%	-3.0	1258	13	7	4.6	1.5	9.4	0.52	-0.23	0.46	0.26	.	.	i	54
CCC(C)(NC(=O)c1ccc(=O)[nH]c1)C(=O)NC1CCCC1 (stereo unspecified)	7%	i	6%	1.4	1070	15	7	7.1	1.4	2.4	-0.41	-0.17	-0.14	-0.42	.	.	i	43
C=CCNc1cnn(-c2ccc(C)cc2)c(=O)c1Cl	4%	i	5%	.	.	1	-2	1.3	1.4	1.4	0.67	-0.22	0.019	-0.4	i	3	i	55
O=C(c1ccco1)N1CCN(C(=O)c2ccc(Cn3cc(Br)cn3)o2)CC1	5%	.	0%	.	.	-6	-8	1.9	1.5	3.4	-0.33	-0.24	-0.23	0.22	i	-2	i	61
Cc1cccnc1CCNC(=O)CCc1nnc(-c2ccccc2)o1	0%	i	-4%	-0.1	902	4	2	4.4	2.1	3.6	-0.24	-0.25	-0.021	0.41	i	22	i	41
CCN1C(=O)/C(=C/c2nc3ccccc3c(=O)[nH]2)c2ccccc21	-7%	i	-2%	0.3	854	-2	-10	2.6	1.2	3.9	0.78	-0.29	0.041	-0.48	i	-5	i	36
C=CCn1c(SCC(=O)Nc2cc(C)on2)nc2sc(CC)cc2c1=O	-3%	i	-3%	-2.0	1187	3	-73	2.4	1.7	5.2	0.85	-0.18	1.3	-0.63	i	-6	i	44
CCS(=O)(=O)Nc1ccc(-c2nc3cccnc3s2)cc1	-115%	i	12%	-2.8	1180	-7	10	5.9	1.1	6.4	-0.67	-0.22	-0.079	0.48	i	11	i	25
CC(C)C(=O)Nc1cccc(-c2nc3ccccc3o2)c1	-2%	i	1%	2.8	874	15	1	3.9	2.8	13	1.4	0.3	0.57	-1.9	i	-10	i	18
O=C1NC(c2ccccc2)=C(c2ccc3ccccc3n2)C(c2ccc(F)cc2)N1 (stereo unspecified)	7%	i	3%	0.4	1071	1	11	2.2	2.1	2.8	0.83	-0.2	0.6	0.071	i	-6	i	58
COc1ccc(N2CS(=O)(=O)/C(=C/N(C)C)C2=O)cc1	13%	i	-7%	-2.9	820	-7	-20	3.0	2.3	10	0.11	-0.23	0.34	1.4	i	-4	i	26
CCOc1ccc(OCCC(=O)Nc2ccc(F)cc2C)cc1	12%	i	0%	-1.0	1101	2	-1	2.8	2.0	8.3	-0.92	-0.25	-0.42	1.3	i	17	i	50

Reprinted at random: 7 compounds from above.
SMILES	P. falciparum M17LAP	Yfh1-depleted yeast	P. falciparum M1AAP	b-catenin transl	b-catenin transl cell count 5 µM	WT yeast gro inh	WT yeast gro inh mutant strain	MT stabilize HCS	MT stabilize HCS Hoechst-high %	MT stabilize HCS cytotoxicity %	Dynein cargo inh	Dynein cargo inh cytoplasmic EGFP	Dynein cargo inh nuclear GR-EGFP	Dynein cargo inh cell count	Autophagy mod	Autophagy mod cell loss 18 h	T cell HTS	T cell HTS vesicle-bound %
Cc1ccc2c(Cl)c(C(=O)NCCCn3ccnc3)sc2c1	9%	i	6%	23	116	2	-3	3.6	2.2	5.8	-0.63	-0.24	-0.0079	-0.9	i	2	i	25
Cc1ccc2c(c1)c(C1=NC(=S)NC1=O)c(O)n2C	15%	i	-1%	-1.0	1048	4	-2	1.7	1.2	2.4	-0.61	-0.35	-0.3	0.099	i	-6	i	22
Nc1nc(-c2ccccc2)nn1C(=O)Cc1ccccc1	-5%	i	0%	-0.2	1052	11	13	4.3	2.7	4.1	0.32	-0.15	0.2	-0.0072	i	-10	i	15
COc1ccc(OC)c(/C=C/C(=O)Nc2ccc(OC)nc2)c1	7%	i	9%	-1.9	1103	7	3	7.1	3.1	23	0.11	-0.22	0.52	-0.81	i	-3	i	10
CC(=O)Oc1ccccc1C1C[C@]2(C)CC(=O)NC2N1C(C)=O (stereo partly specified)	0%	i	0%	0.8	1088	12	5	3.6	1.0	0.0	-0.27	0.37	0.11	-1.3	i	5	i	33
CC(C)C(=O)Nc1cccc(-c2nc3ccccc3o2)c1	-2%	i	1%	2.8	874	15	1	3.9	2.8	13	1.4	0.3	0.57	-1.9	i	-10	i	18
O=C(c1ccco1)N1CCN(C(=O)c2ccc(Cn3cc(Br)cn3)o2)CC1	5%	.	0%	.	.	-6	-8	1.9	1.5	3.4	-0.33	-0.24	-0.23	0.22	i	-2	i	61

An unsorted share of the library. Share with any hit: about 4.4%.
